Screening data deposited in PubChem by several laboratories.
SARS 3CLpro inh – SARS-CoV 3CLpro protease inhibition. 290,000 tested, 0.14% active. P0C6X7. inhibition, % at 6 µM. recombinant SARS-CoV 3CLpro, quenched FRET peptide cleavage; in the data active = inhibition above about 12%
Anthrax LF inh2 – anthrax lethal factor protease inhibition. multiplex microsphere protease cleavage assay, LF. inhibition, % at 10 µM. P15917. 360,000 tested, 0.12% active. AID 588501; in the data active = inhibition above about 30%; note: plate controls were buffer without enzyme for full effect and enzyme alone for no effect
Vc quorum ag – induces V. cholerae light production without autoinducers; V. cholerae BH1578 lux reporter, luminescence, 6 h; activation, % at 18.7 µM; 350,000 tested, 0.16% active; AID 588436; in the data active = activation mostly above about 9.7%, no sharp cut-off; note: not every result past the cut was called active; inactives centre near 0; reference of the scale not given here
VHR inh abs – inhibitors of human VHR1 phosphatase (DUSP3). P51452. recombinant VHR phosphatase, pNPP absorbance. inhibition, % at 13.3 µM. 290,000 tested, 0.52% active; in the data active = inhibition above about 50%; note: some compounds called inactive have numbers as strong as hits
Target sequence (P51452 whole entry, looked up): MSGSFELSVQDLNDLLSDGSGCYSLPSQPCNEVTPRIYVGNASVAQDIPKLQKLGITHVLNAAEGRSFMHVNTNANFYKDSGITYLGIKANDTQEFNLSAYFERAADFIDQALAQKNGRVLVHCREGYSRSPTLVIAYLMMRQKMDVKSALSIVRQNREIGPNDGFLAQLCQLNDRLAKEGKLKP
TcdB inh – inhibitors of Clostridioides difficile toxin B glycohydrolase; P18177; TcdB glycohydrolase enzymatic assay, plate reader; inhibition, % at 9.99 µM; 350,000 tested, 0.24% active; AID 652162; in the data active = inhibition above about 10%
Rv3671c inh – Rv3671c (M. tuberculosis) protease inhibition. P9WHR9. AID 2606. inhibition, % at 5.96 µM. 320,000 tested, 0.048% active; in the data active = inhibition above about 38%;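 note: extracellular domain of Rv3671c used as enzyme; 0% = enzyme with DMSO and 100% = no enzyme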
Target sequence (P9WHR9 whole entry, looked up, the tested form may be a part): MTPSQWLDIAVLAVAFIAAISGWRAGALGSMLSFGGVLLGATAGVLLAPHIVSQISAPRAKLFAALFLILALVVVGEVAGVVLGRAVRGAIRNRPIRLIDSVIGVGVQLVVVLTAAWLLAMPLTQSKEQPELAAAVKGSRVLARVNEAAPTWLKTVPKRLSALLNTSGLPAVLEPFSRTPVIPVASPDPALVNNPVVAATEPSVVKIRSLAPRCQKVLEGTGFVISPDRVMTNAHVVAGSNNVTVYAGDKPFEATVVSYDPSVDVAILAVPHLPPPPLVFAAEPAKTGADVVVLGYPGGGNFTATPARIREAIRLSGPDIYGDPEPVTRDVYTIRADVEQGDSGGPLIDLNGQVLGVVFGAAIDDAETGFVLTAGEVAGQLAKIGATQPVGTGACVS
MazEF act – activators of E. coli MazEF toxin-antitoxin RNase; P0AE70; FAM/BHQ RNA-DNA oligo cleavage fluorescence, 5 h; activation, % at 20 µM; 350,000 tested, 0.32% active; AID 504720; in the data active = activation above about 50%
Target sequence (P0AE70 whole entry, looked up): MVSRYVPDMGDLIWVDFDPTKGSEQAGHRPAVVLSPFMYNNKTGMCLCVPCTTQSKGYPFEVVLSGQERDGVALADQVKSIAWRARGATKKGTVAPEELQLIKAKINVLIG
SSB-PriA inh – blocks PriA binding to SSB C-terminal tail; 430,000 tested, 0.6% active; AlphaScreen SSBct-PriA binding, biotinylated peptide; inhibition, % at 33 µM; AID 1272365; in the data active = inhibition mostly above about 37%, no sharp cut-off; inactive = mostly below about 20%;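 note: plate controls were negative control peptide for no effect and reference peptide for full effect; strong numbers were not always called active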
PfHsp40 yeast – rescue of PfHsp40-mediated yeast toxicity | S. cerevisiae expressing PfHsp40, growth rescue, ATP luminescence | growth rescue, % at 12.5 µM | 340,000 tested, 0.68% active | AID 504582; in the data active = growth rescue above about 28%, passing the limit was not always enough;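 note: yeast W303a lacking pdr1 and pdr3 grown in galactose medium; growth measured after three days at 30 °C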
Y pestis TopoI – blocks Yersinia pestis topoisomerase I activity | Y. pestis Topo-I cleavage product accumulation, plate reader | activity, % at 10 µM | 360,000 tested, 0.064% active | AID 504884; in the data active = activity above about 50%, passing the limit was not always enough; note: inactives centre near 2
Numbers without * were called inactive; i = inactive; . = no result given; & = joins results of further samples. An excerpt, so the mix of outcomes need not match the whole.

SMILES | SARS 3CLpro inh | Anthrax LF inh2 | Vc quorum ag | VHR inh abs | TcdB inh | Rv3671c inh | MazEF act | SSB-PriA inh | PfHsp40 yeast | Y pestis TopoI
Nc1cccc(CCc2ccncc2)c1 | 1.1 | 4.5 | -0.6 | 58.2* | -3.2 | 9.3 | 5.2 | 3.0 | 0.2 | -5.2
CCOC(=O)C[n+]1c(C)csc1C | 7.3 | -2.7 | -0.3 | 33.1 | 0.4 | -5.0 | -5.1 | 1.0 | -0.5 | -1.7
O=C1NC2=C(C(=O)CCC2)C(c2ccc3ncccc3c2)N1 (stereo not drawn) | -1.1 | -1.0 | -1.5 | 18.2 | 0.5 | -10.2 | 3.5 | -9.4 | 2.2 | 5.2
O=C(c1ccccc1)c1c[nH]c(C(=O)NCCCN2CCOCC2)c1 | 1.4 | -0.8 | i | 32.9 | . | 4.8 | 5.0 | -9.2 | -0.2 | -0.1
Cn1c2ccc(Cl)cc2c2nc3ccccc3nc21 | -4.2 | 24.7 | -0.2 | 12.4 | 1.4 | -16.0 | -5.4 | -1.1 | 3.1 | 6.2
C=CCCC(=O)Nc1nc(C)c(-c2csc(Nc3ccccc3OC)n2)s1 | 2.3 | -2.3 | i | 47.7 | 1.1 | 9.2 | -4.5 | 17.0 | 0.9 | -20.1
Cc1ccc2nc(N3CCN(Cc4ccc(F)cc4)C3=O)c(C)cc2c1 | 1.4 | -7.4 | i | 21.7 | . | 5.0 | -7.0 | -20.5 | -0.6 | -7.4
O=C1CCC(C(=O)N2CCN(c3cnccn3)CC2)CN1CCc1ccccc1 (stereo not drawn) | . | -1.5 | i | . | 2.1 | . | 4.3 | . | . | -9.2
O[C@H]1C[C@H](c2ccccc2)N(CC2CCCCC2)C[C@@H]1n1cc(C2CC2)nn1 | . | 0.0 | i | . | 3.1 | . | -6.5 | . | . | 49.5
O=C(N/N=C/c1cc2ccccc2[nH]1)c1ccccc1Cl | 0.4 | -0.1 | 0.1 | 22.6 | 2.3 | -5.8 | 13.5 | . | 0.7 | -6.2
COc1ccc(NC(=O)N(C)C[C@H]2Oc3ncc(C#C[C@@H](C)O)cc3C(=O)N([C@H](C)CO)C[C@H]2C)cc1 | . | -4.9 | i | . | -0.2&-5.4&0.0 | . | -22.2 | . | . | 4.2
CCCc1ccc(S(=O)(=O)N(C)S(=O)(=O)c2ccc(F)cc2)cc1 | -7.2 | -0.9 | -0.4 | -12.4 | -0.7 | 4.7 | -0.6 | -21.7 | 6.9 | 42.2
CC(CCC(C)C(C)(C)C)[C@@H]1CC[C@H]2C3C[C@H](OS(O)(=S)=S)[C@H]4C[C@H](OS(O)(=S)=S)[C@@H](OS(O)(=S)=S)C[C@]4(C)[C@H]3CC[C@]12C (stereo partly drawn) (tested in a mixture with another compound) | . | -3.8 | i | . | . | -66.3&-58.5 | -34.9 | . | 104.1* | 5.5
COc1cc(/C=C2\SC(=Nc3ccc(N4CCOCC4)cc3)N(C)C2=O)ccc1OC(C)C(=O)O (stereo not drawn) | 5.0 | -0.3 | -3.7 | 2.1 | . | 5.8 | -1.5 | 10.8 | 0.0 | 15.1
Cc1ccccc1Nc1nc(N)nc(CSc2nnnn2-c2ccccc2)n1 | -5.6 | -0.6 | i | 35.8 | . | 6.7 | 3.0 | 3.3 | 0.8 | 2.6
COc1ccc(NC(=O)CO/N=C2/CCCc3nonc32)c(OC)c1 | 2.1 | -2.2 | 3.6 | 23.4 | -2.6 | 6.2 | 12.9 | . | -0.5 | 4.9
CCOC(=O)C1C2C=CC3(CN(c4ccc(Cl)c(F)c4)C(=O)C13)O2 (stereo not drawn) | -1.8 | -6.6 | i | 12.0 | 1.9 | -5.6 | -2.3 | -2.8 | 0.9 | 3.4
COc1ccc(-c2cc(C(=O)Nc3ccc4c(c3)OCO4)no2)cc1OC | 7.2 | -5.9 | 2.2 | 30.5 | 0.5 | -13.3 | 0.3 | -10.9 | -0.4 | -1.0
COc1ccc(OC)c(CCNC(=O)CSc2ccsc2[N+](=O)[O-])c1 | 3.9 | 3.2 | i | 6.0 | . | -1.8 | -1.7 | 4.3 | 0.8 | -5.2
Cc1ccc(C(=O)OCC(=O)NC(C)C)cc1S(=O)(=O)N1CCOCC1 | -1.5 | -2.4 | -0.3 | -0.6 | -1.3 | 1.4 | 11.7 | -13.3 | 1.1 | 4.6
CC(C)(C)OC(=O)NC(=NCCCc1cn(CC(=O)N2CCN(C(=O)OC(C)(C)C)CC2)nn1)NC(=O)OC(C)(C)C | -0.6 | -3.1 | i | 3.1 | 1.1 | -10.4 | 2.7 | -1.9 | 0.0 | 7.7
COCCCn1c(=O)/c(=C\c2ccc(OC(F)F)c(OC)c2)s/c1=C(/C#N)C(=O)NCCOC | 7.2 | 1.1 | -0.6 | -4.4 | -1.0 | 0.1 | -14.1 | . | -1.3 | 3.9
Nc1ccc(C23CC4CC(CC(CO)(C4)C2)C3)cc1 | -0.1 | -3.6 | -1.3 | 14.0 | . | 0.8 | 3.1 | -0.5 | 0.4 | -3.9
CCC(CC)C(=O)NCCc1cc2c(OC)ccc(OC)c2[nH]c1=O | 1.1 | 1.0 | i | 3.8 | . | 1.4 | 2.2 | -11.6 | 0.1 | -6.7
COCCC1CCCCN1C(=O)c1cc(COc2cccc(C(C)=O)c2)on1 (stereo not drawn) | -3.4 | . | 0.0 | 17.9 | -3.7 | -3.8 | 4.6 | -16.0 | 0.5 | 8.4
O=C(NCC1CCCO1)c1cc2c([nH]c3ccccc32)c(-c2cccc(Br)c2)n1 (stereo not drawn) | 5.7 | 2.6 | -0.5 | 12.7 | -1.1 | -90.9 | -22.1 | 4.3 | 1.2 | 2.1
COc1ccc(NC(=O)c2cc(C3CCCCN3S(=O)(=O)c3ccccc3)on2)c(C)c1 (stereo not drawn) | . | -8.6 | 0.1 | . | -0.1 | . | . | . | . | -3.3
CCCCc1nc2sc3c(SCC(=O)NCc4ccco4)ncnc3c2c2c1CCC2 | 2.2 | -4.4 | i | 12.3 | . | -3.3 | -11.1 | 4.9 | -1.0 | 6.9
C/C(=N\NC(=O)c1ccncc1)c1cccc(NC(=O)c2ccc(Cl)s2)c1 | -6.2 | 0.7 | -0.2 | -9.2 | -0.1 | . | 2.0 | . | -0.8 | -0.4
NC(=S)N/N=C/c1coc2ccc(Br)cc2c1=O | 2.2 | . | -0.5 | 16.5 | 0.3 | 31.0 | -57.5 | . | 38.3* | 0.6
Cc1ccc(O)c(NC(=O)C2CC(c3c(F)cccc3Cl)=NO2)c1 (stereo not drawn) | -1.2 | -11.7 | . | -3.8 | . | -0.9 | 6.4 | -9.9 | 36.1* | 3.7
O=C1CCC(C(=O)N2CCCCO2)CN1Cc1cccc(F)c1 (stereo not drawn) | -1.2 | 2.1 | 7.1 | -14.6 | 0.8 | 0.1 | 9.7 | -13.3 | 0.2 | -5.8
CC[n+]1c(/C=C2\Sc3ccccc3N2C)ccc2cccc(C)c21 | -20.1 | -31.4 | -0.5 | 6.9 | 3.8 | . | 105.8* | . | -0.5 | -6.4
Nc1ccc2c(c1)C/C(=C/c1ccco1)C2=O | -1.4 | -1.7 | -0.3 | 71.8* | . | 22.6 | -56.9 | -19.3 | 0.2 | -19.6
O=C(Nc1cccc2c1CCCC2)c1cc([N+](=O)[O-])ccc1Cl | -3.5 | -5.0 | i | 30.2 | . | 4.2 | 1.4 | -19.5 | 2.4 | -6.7
Cc1ccc(NC(=O)CSc2ccc(-c3cccnc3)nn2)c(C)c1 | 2.7 | -1.3 | i | 17.5 | 1.6 | -4.9 | -11.9 | -8.1 | -2.5 | -4.6
COc1ccccc1CNC(=O)CN1C(=O)NC(C)(c2ccc(C)cc2)C1=O (stereo not drawn) | 0.8 | -2.1 | i | -1.0 | 0.5 | 1.1 | 4.6 | -4.4 | 0.0 | -6.6
CCOC(=O)c1cnc(=O)[nH]c1C | . | . | . | 11.7 | . | 1.3 | -7.7 | -1.1 | . | .
C/C(=N\NC(=O)c1ccc(CN2CCOCC2)cc1)c1ccc(NC(=O)c2ccccc2)cc1 | -0.8 | -4.8 | -0.5 | 19.7 | -1.8 | -14.5 | 2.8 | . | -2.4 | 2.8
O=C1CC(=O)N(c2ccccc2)C(=O)N1 | . | -5.9 | i | . | 0.6 | . | 3.9 | -2.3 | -1.1 | 6.4

Pulled by compound from the entries so far (four):
SMILES | SARS 3CLpro inh | Anthrax LF inh2 | Vc quorum ag | VHR inh abs | TcdB inh | Rv3671c inh | MazEF act | SSB-PriA inh | PfHsp40 yeast | Y pestis TopoI
COc1ccccc1CNC(=O)CN1C(=O)NC(C)(c2ccc(C)cc2)C1=O (stereo not drawn) | 0.8 | -2.1 | i | -1.0 | 0.5 | 1.1 | 4.6 | -4.4 | 0.0 | -6.6
O=C(NCC1CCCO1)c1cc2c([nH]c3ccccc32)c(-c2cccc(Br)c2)n1 (stereo not drawn) | 5.7 | 2.6 | -0.5 | 12.7 | -1.1 | -90.9 | -22.1 | 4.3 | 1.2 | 2.1
CC[n+]1c(/C=C2\Sc3ccccc3N2C)ccc2cccc(C)c21 | -20.1 | -31.4 | -0.5 | 6.9 | 3.8 | . | 105.8* | . | -0.5 | -6.4
O=C(Nc1cccc2c1CCCC2)c1cc([N+](=O)[O-])ccc1Cl | -3.5 | -5.0 | i | 30.2 | . | 4.2 | 1.4 | -19.5 | 2.4 | -6.7

Next section:
SMILES | SARS 3CLpro inh | Anthrax LF inh2 | Vc quorum ag | VHR inh abs | TcdB inh | Rv3671c inh | MazEF act | SSB-PriA inh | PfHsp40 yeast | Y pestis TopoI
Cc1ccc(S(=O)(=O)c2nc(S(C)(=O)=O)sc2N2CCC3(CC2)OCCO3)cc1 | -0.4 | -2.5 | . | 7.7 | 1.4 | -3.5 | -5.6 | 5.0&-3.0 | -0.4 | 0.1
COCCNC(=O)c1ccc2c3n(nc2c1)-c1ccc(Cl)cc1CO3 | . | -7.3 | -0.8 | 3.5 | 1.7 | -18.6 | 6.2 | -4.5 | 1.6 | 21.5
O=C(N=Nc1c(O)[nH]c2ccccc12)c1cc(NS(=O)(=O)c2cccs2)cc(NS(=O)(=O)c2cccs2)c1 | 4.0 | -1.3 | i | 8.3 | 0.1 | -65.3 | 4.9 | 2.8 | 0.0 | 2.2
COC(=O)c1[nH]c2ccccc2c1NC(=O)CN1CCN(C(=O)c2ccco2)CC1 | -2.4 | -7.9 | i | 39.2 | . | -4.8 | 3.4 | -9.1 | 5.6 | 0.0
CN(C)S(=O)(=O)c1ccc2nnn(O)c2c1 | 3.2 | -1.5 | -1.1 | 1.7 | . | 6.3 | -12.4 | -9.9 | -0.2 | -7.4
CCN(C(=O)Cn1c(=O)oc2ccccc21)c1cccc(C)c1 | 1.0 | -7.3 | i | . | 2.2 | 2.3 | 4.1 | 7.2 | 0.6 | 2.2
COc1ccccc1C1C(C(N)=O)=C(C)Nc2nc(CCCO)nn21 (stereo not drawn) | -1.6 | -4.3 | i | . | 0.7 | 1.8 | 0.6 | -6.5 | 3.7 | -0.6
COc1ccccc1/C=C(/C(=O)NCCCn1ccnc1)c1ccccc1 | 0.4 | -6.9 | -0.9 | 9.6 | 0.0 | -5.4 | -3.5 | -7.6 | -0.9 | -2.0
CC(C)CCn1c(=O)c2ccccc2n2c(CN3C(=O)NC4(CCC(C)CC4)C3=O)nnc12 (stereo not drawn) | 2.3 | 4.7 | . | 5.0 | . | -6.1 | 0.0 | -18.8 | 0.2 | 7.7
COCCCNC(=O)c1ccc2c(=O)n(Cc3ccc(OC)cc3)c(=O)[nH]c2c1 | 5.7 | -8.1 | -3.1 | -1.4 | 0.4 | 3.1 | -4.0 | 0.7 | 0.7 | -1.7
CNc1ccccc1C(=O)OC(C)C(=O)Nc1ccc(Cl)cn1 (stereo not drawn) | 1.1 | 5.6 | i | 18.7 | 0.2 | -7.7 | 1.3 | -88.5 | 2.8 | 14.3
CCOC(=O)N1CCN(C(=O)C2CCN(S(=O)(=O)c3cc(Cl)ccc3OCC)CC2)CC1 | -2.0 | -1.8 | i | 23.6 | 0.3 | -1.7 | 3.8 | -4.2 | -1.5 | 20.5
